# Compound activity (PubChem)
# IMP-1 inhibitor: blocks Pseudomonas aeruginosa IMP-1 metallo-beta-lactamase; purified IMP-1, nitrocefin hydrolysis, epi-absorbance fluorescence; inhibition, % at 5.6 µM; 290,000 tested, 0.45% active; AID 1556;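 active = inhibition above the mean plus 3 SD of all compounds in the same screening run, cut at about 4.5% in these data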;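 note: 0% = IMP-1 with DMSO and 100% = DMSO wells lacking enzyme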
#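 system = purified recombinant IMP-1 beta-lactamase | amount = 0.2 nM IMP-1, as dispensed | medium = HEPES buffer pH 7.1 with ZnSO4 and Brij 35 | times = 25 °C, 15 min preincubation, 25 min reaction | detection = plate fluorescence quenching by hydrolysis product, ex 480/em 530 nm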
# HCV NS3 hel inh: HCV NS3 helicase inhibition; inhibition, % at 10.9 µM; NS3 helicase DNA unwinding, Cy5 molecular beacon fluorescence; 290,000 tested, 0.56% active;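 active = inhibition above the mean of all tested compounds plus 3 SD, set per campaign, cut at about 35% in these data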;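 note: 0% = DMSO wells and 100% = thioflavine S control wells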
#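 System: NS3 helicase fragment of HCV / Schedule: 1 h at 25 °C / Control set: DMSO alone as 0% and 110 µM thioflavine S as 100% / Reagent: Cy5/quencher beacon DNA duplex and ATP to start / Technique: Cy5 fluorescence / Replication: singlicate / Evaluation: % inhibition of end-to-start signal ratio versus controls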
# DNA FID counter: counter-screen for HCV NS3 helicase inhibitors: DNA intercalator displacement. DNA fluorescent intercalator displacement, fluorescence. inhibition, % at 7.9 µM. 290,000 tested, 0.17% active; in the data active = inhibition above about 37%;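 note: 0% = vehicle and 100% = reference compound; higher means more ethidium bromide displaced from hairpin DNA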
# IDE act: IDE (human) activation, cell-based; P14735; HEK cells, FAbeta-B cleavage, fluorescence polarization; 0% vehicle, 100% cell-free pure enzyme wells; activation, % at 5.96 µM; 340,000 tested, 0.073% active;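 active = activation above the mean of all tested compounds plus 3 SD, set per screening campaign, cut at about 17% in these data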
# Target sequence (P14735 whole entry, looked up): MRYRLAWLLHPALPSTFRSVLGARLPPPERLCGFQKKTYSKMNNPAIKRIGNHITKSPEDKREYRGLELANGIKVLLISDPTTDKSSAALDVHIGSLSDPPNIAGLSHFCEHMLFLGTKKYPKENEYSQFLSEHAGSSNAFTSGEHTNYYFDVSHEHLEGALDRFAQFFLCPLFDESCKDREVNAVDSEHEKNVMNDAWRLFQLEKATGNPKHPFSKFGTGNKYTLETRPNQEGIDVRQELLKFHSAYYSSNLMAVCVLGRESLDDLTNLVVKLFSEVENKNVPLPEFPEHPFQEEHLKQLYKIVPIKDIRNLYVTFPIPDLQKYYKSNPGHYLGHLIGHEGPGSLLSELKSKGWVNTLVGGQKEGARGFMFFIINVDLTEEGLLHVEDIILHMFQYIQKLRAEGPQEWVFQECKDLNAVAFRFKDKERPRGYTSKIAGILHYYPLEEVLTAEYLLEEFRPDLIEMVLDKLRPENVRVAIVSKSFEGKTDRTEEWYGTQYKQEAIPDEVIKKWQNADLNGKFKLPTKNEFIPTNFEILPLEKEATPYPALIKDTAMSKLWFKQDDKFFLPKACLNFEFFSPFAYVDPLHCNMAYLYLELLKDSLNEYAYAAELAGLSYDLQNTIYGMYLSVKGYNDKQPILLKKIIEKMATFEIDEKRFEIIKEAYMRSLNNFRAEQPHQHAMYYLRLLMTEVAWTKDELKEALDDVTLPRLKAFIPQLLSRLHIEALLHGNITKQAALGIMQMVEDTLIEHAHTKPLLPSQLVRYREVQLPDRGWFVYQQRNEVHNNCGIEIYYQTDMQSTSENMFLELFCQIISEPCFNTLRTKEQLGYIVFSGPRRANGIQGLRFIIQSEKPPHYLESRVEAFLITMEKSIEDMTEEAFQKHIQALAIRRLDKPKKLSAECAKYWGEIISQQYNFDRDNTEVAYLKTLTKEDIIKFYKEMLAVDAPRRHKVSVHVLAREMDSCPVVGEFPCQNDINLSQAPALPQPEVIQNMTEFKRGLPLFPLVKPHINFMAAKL
# p-CIP stab down: p/CIP protein destabilization; decrease of EGFP signal, % at 10 µM; F442A p/CIP-EGFP cells, EGFP fluorescence, 16 h; AID 1984; 290,000 tested, 0.01% active; Q05BA5;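 active = EGFP signal decrease of at least 30% at 10 µM or well 3 SD below plate mean, unless failing retest; inactive = the rest, including hits failing retest or dose response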; note: some compounds called inactive have numbers as strong as hits; many of its hits are not listed in these tables
# SUMO HTRF inh: SUMOylation inhibition; P63279; inhibition, % at 35 µM; 290,000 tested, 0.36% active; AID 2006; HTRF SUMOylation assay, SAE1/SAE2 + UBC9, in vitro; in the data active = inhibition above about 50%, passing the limit was not always enough; note: strong numbers were not always called active
# M18AAP inhibitor: blocks P. falciparum M18 aspartyl aminopeptidase. 290,000 tested, 1.2% active. AID 1822. inhibition, % at 7.35 µM. recombinant PfM18AAP, H-Glu-NHMec fluorogenic cleavage;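 active = inhibition above the campaign mean inhibition over all tested compounds plus 3 SD, cut at about 28% in these data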;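 note: 0% = plate median of test compound wells and 100% = 2 mM ZnCl2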
# IDE inh: inhibits human insulin-degrading enzyme in HEK cells; FAbetaB cleavage, fluorescence polarization; inhibition, % at 5.59 µM; 320,000 tested, 0.41% active; AID 434962;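 active = percent inhibition above the average of all tested compounds plus 3 SD, set per screening campaign, cut at about 16% in these data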;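 note: IDE supplied by intact live HEK cells; FP after avidin binding of uncleaved biotin substrate so inhibition keeps polarization high; 0% = DMSO wells and 100% = 60 µM reference IDE inhibitor Ii1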
# VIM-2 inh: inhibitors of Pseudomonas aeruginosa VIM-2 metallo-beta-lactamase; purified VIM-2, nitrocefin hydrolysis, epi-absorbance fluorescence; inhibition, % at 5.6 µM; 290,000 tested, 0.89% active; AID 1527;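 active = inhibition above the mean of all tested compounds plus 3 SD, cutoff set per screening run, cut at about 7.5% in these data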;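 note: red hydrolysis product quenches plate fluorescence so inhibitors raise well fluorescence; 0% = enzyme with DMSO and 100% = DMSO without enzyme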
# Active calls of the source: *; . = no result given. Rows were taken by chance; about 3.6% have a hit in one of these screens.
smiles	DNA FID counter	IDE act	HCV NS3 hel inh	VIM-2 inh	IMP-1 inhibitor	SUMO HTRF inh	IDE inh	M18AAP inhibitor	p-CIP stab down
O=C(CCn1nnc2ccccc21)OCC(=O)c1ccc(F)cc1	-18	-3	-7	-0.8	-0.8	10	2	-4	2
COc1cccc(C(=O)NCCN2CCN(c3ccccc3)CC2)c1	5	-1	16	-2.3	-3.7	-2	6	6	-2
NC(=O)CN1C(=O)C(=O)N(Cc2ccc(Cl)cc2)C1=O	-7	0	19	-4.0	-4.9	-5	8	5	-1
CCCCCC(=O)Nc1nc(C)c(-c2csc(Nc3cc(Cl)ccc3C)n2)s1	4	3	1	-5.6	12*	8	4	2	0
C/C(=N\NC(=O)c1ccc(-c2ccccc2)cc1)c1ccco1	-26	2	2	-2.5	-1.4	9	3	1	-14
CCOC(=O)CC(NS(=O)(=O)c1ccc2[nH]cc(C(=O)O)c(=O)c2c1)c1ccc(OCC)c(OC)c1 (stereo unspecified)	3	5	12	-5.1	-4.5	19	5	1	-14
CC(C)NC(=O)C12CC3CC(C1)CC(C(=O)NC(C)C)(C3)C2	3	5	2	-3.1	-3.0	6	-2	-2	-9
O=c1[nH][nH]c(-c2ccccc2)c1C=Nc1cccc(Cl)c1	5	3	12	1.5	-2.8	14	-5	3	-6
CCCNC(=O)N1CCC(c2ccc3c(c2)OCO3)CC1	-8	2	-7	-0.7	-3.0	6	0	-2	-9
N#C/C(=C(/O)COC(=O)c1ccc2c(c1)OCCO2)c1nc2ccccc2[nH]1	-3	2	0	-1.2	-2.6	-20	0	2	1
Fc1ccc(-n2cc(CNCCc3cccnc3)c(-c3ccccc3Cl)n2)cc1	14	6	-33	-5.1	-0.4	16	9	-1	-6
CCOc1ccccc1CNCc1ccc(C(=O)O)cc1	-2	2	2	-0.5	0.0	5	-4	-7	-1
Cc1ccc(N(Cc2cc3ccc(C)cc3[nH]c2=O)C(=O)c2ccco2)c(C)c1	-19	-1	8	-0.8	-1.5	23	-7	-18	-31
Cc1ccc(CNS(=O)(=O)c2c(C(=O)N3CCCCC3)c(C)n(C)c2C)o1	-17	8	3	-0.5	-0.4	11	-7	-5	0
O=C(CSc1nnc2ccccn12)N1CCOCC1	-5	0	-1	-1.4	-3.1	16	-7	2	-8
CCn1ncc([N+](=O)[O-])c1C(=O)Nc1cc(C)on1	-7	6	-11	-0.8	-3.8	9	2	0	-8
C#CCSc1nsc(SCC#C)c1C#N	0	1	7	-0.4	-1.2	-10	5	2	7
COc1ccc(Cc2nnc(NC(=O)c3ccccc3F)s2)cc1OC	-21	2	-1	-0.7	-2.5	93*	-3	2	0
CC(C)(C)NC(=O)c1cc(NC(=O)c2ccco2)cc(NC(=O)c2ccco2)c1	-25	4	-5	0.2	-1.7	1	1	1	-4
COc1ccc(S(=O)(=O)N2CCn3c2nc2ccccc23)cc1	1	0	-6	0.0	-0.8	0	1	-3	3
COc1ccc(CCNC(=O)CCc2nnc(Cc3ccc4c(c3)OCO4)o2)cc1	-23	2	-30	-0.8	-1.1	8	12	4	-16
CCN1C(=O)C(CC(=O)Nc2ccc(OC)cc2)N(Cc2ccc(OC)c(OC)c2)C1=S (stereo unspecified)	-18	.	-2	-1.1	-3.6	13	0	-10	-3
Cc1ccc(S(=O)(=O)N2CCCCC2)cc1C(=O)Nc1ccccn1	-19	1	3	-0.5	-1.4	4	3	2	1
NC(=O)C1=C[C@@H](c2ccccc2)C[C@@H](OCc2ccc(CO)cc2)O1	-14	4	6	-3.1	-2.1	-8	2	-2	9
O=C(NC1CC(=O)c2sccc21)c1cccc(C(F)(F)F)c1 (stereo unspecified)	-2	4	-5	-3.0	-1.4	2	-1	-7	-9

# More records.
smiles	DNA FID counter	IDE act	HCV NS3 hel inh	VIM-2 inh	IMP-1 inhibitor	SUMO HTRF inh	IDE inh	M18AAP inhibitor	p-CIP stab down
CC(=O)c1ccc(N(C(=O)Cn2nnc3ccccc32)C(C(=O)NC2CCCCC2)c2cn(C)nc2C)cc1 (stereo unspecified)	-6	5	6	-3.1	1.2	14	.	2	6
O=C(N/N=C/c1cccs1)/C(=C/c1ccccc1)NC(=O)c1ccccc1	-6	2	6	-6.3	-3.4	-2	0	-9	1
O=C1CCC(C(=O)NCc2ccccc2)N1 (stereo unspecified)	-5	3	0	-3.2	-4.4	15	4	2	-11
CCCOc1ccc(CNC(=S)Nc2ccccc2)cc1Cl	-13	0	7	-4.9	-3.9	-32	8	3	-5
CC(C)(C)NS(=O)(=O)c1ccc2c(c1)oc(=O)c1cc(S(=O)(=O)NC(C)(C)C)ccc12	-1	5	1	-1.9	-4.9	-29	0	1	-19
CC(=O)NC(NC(=S)Nc1cccc(Br)c1)C(Cl)(Cl)Cl (stereo unspecified)	-9	0	3	-2.0	-1.6	18	-4	-8	-12
CC(=O)c1cccc(NC(=O)N2CCOCC2)c1	-4	1	-3	-3.6	-4.1	3	.	-1	-11
COc1ccc([N+](=O)[O-])cc1Nc1ncnc2ccccc12	0	1	6	-1.1	-2.3	0	0	4	0
COc1ccccc1N(CC(=O)NCc1ccccc1C)S(=O)(=O)c1ccc(C)cc1	-40	2	-20	-0.8	-3.0	-13	1	2	0
O=c1nc(N2CCOCC2)nc2n1CCO2	1	0	3	-3.2	1.1	3	2	-2	-16
Cc1ccc(CNC(=O)CCCn2nc(C)n3ccnc3c2=O)cc1	-8	-1	-6	-4.9	-5.6	4	0	3	-11
O=C(NC(=S)NC(c1ccccc1)c1ccncc1)c1ccccc1 (stereo unspecified)	-35	3	-6	-2.5	-4.6	-3	7	0	-12
O=C(Nc1ccccc1Oc1ccccc1)c1cnccn1	-10	0	3	0.1	-5.0	-1	2	-3	-3
CCOC(=O)c1cc2c(ccn2-c2ccc(F)cc2)n1CC(=O)NC(C)(C)C	-14	.	7	-4.9	-2.9	-11	2	-9	-5
Cc1ccc2c(CC(=O)Nc3cccc(S(=O)(=O)N4CCOCC4)c3)coc2c1	-19	-3	-5	-2.7	-1.7	-6	8	2	-29
O=C(NCCCc1ccc(F)cc1)C1CCC(=O)N(CCN2CCOCC2)C1 (stereo unspecified)	-1	7	0	-0.6	-0.5	7	-6	-7	-11
COc1cc(C(c2nnnn2C2CCCC2)N2CCN(C)CC2)cc(OC)c1OC (stereo unspecified)	10	5	-3	-1.2	-1.4	19	1	-5	-16
N#C/C(=C/c1ccc(N2CCOCC2)o1)C(=O)N1CCOCC1	5	-14	-4	0.3	1.1	-2	14	4	-9
CCOC(=O)C1(CC2CCCCO2)CCN(C2CCSCC2)CC1 (stereo unspecified)	-5	2	-7	-3.2	-0.9	1	4	-2	-9
CCCCNS(=O)(=O)C1CCS(=O)(=O)C1 (stereo unspecified)	-1	1	-1	-2.8	-2.0	15	7	9	-4
Cn1nnnc1SCC(=O)Nc1ccccc1C(=O)NC1CC1	-6	-1	3	-4.7	-3.0	0	3	-14	3
CC(C)CC(=O)Nc1cccc(-c2csc(-c3ccccc3)n2)c1	-5	-3	-17	1.8	-1.2	-20	-8	-16	11
COc1cccc(NC(=O)CCc2nnc3ccc(N4CCC(C)CC4)nn23)c1	-41	-2	-5	-2.1	-6.5	-1	4	3	6
N#CCC(=O)N/N=C/c1cn(Cc2cccc3ccccc23)c2ccccc12	-5	3	4	2.6	-0.9	31	1	-1	-6
O=C(COC(=O)c1cccc(S(=O)(=O)NCc2ccccc2)c1)c1ccc2c(c1)OCCO2	-13	0	-9	-2.9	-2.3	-11	2	-3	3

# Part of the list above, with values under each structure.
# Sequence of screens: DNA FID counter, IDE act, HCV NS3 hel inh, VIM-2 inh, IMP-1 inhibitor, SUMO HTRF inh, IDE inh, M18AAP inhibitor, p-CIP stab down
CC(=O)c1ccc(N(C(=O)Cn2nnc3ccccc32)C(C(=O)NC2CCCCC2)c2cn(C)nc2C)cc1 (stereo unspecified)
  -6, 5, 6, -3.1, 1.2, 14, ., 2, 6
O=C(N/N=C/c1cccs1)/C(=C/c1ccccc1)NC(=O)c1ccccc1
  -6, 2, 6, -6.3, -3.4, -2, 0, -9, 1

# Next section:
smiles	DNA FID counter	IDE act	HCV NS3 hel inh	VIM-2 inh	IMP-1 inhibitor	SUMO HTRF inh	IDE inh	M18AAP inhibitor	p-CIP stab down
C=CCn1c(-c2c(C)nc3cc(C)ccn23)n[nH]c1=S	4	3	-4	-3.7	-3.0	-5	12	20	-5
Cc1ccc(CN(Cc2cc3cc(C)ccc3[nH]c2=O)C(=O)N2CCOCC2)cc1	-18	4	-3	-3.5	-4.8	7	-2	-6	-8
CC(C)Oc1ccc(Br)cc1C(=O)N/N=C/c1c[nH]c2ccccc12	-15	-5	-2	-3.6	-2.8	10	2	-11	-7
CC1Cc2ccccc2N1C(=O)CSc1nc(-c2ccccc2)cs1 (stereo unspecified)	-10	3	4	-2.6	-3.8	-10	-9	-1	1
CCCCCCCCOC(=O)c1c(CSC(=N)N)n(C)c2cc(Br)c(OC(C)=O)cc12	-2	.	-68	-1.1	-2.0	-61	-5	0	6
CCOC(=O)C1CCN(C(=O)c2ccccc2NS(=O)(=O)c2ccccc2)CC1	-26	-4	0	-1.8	-0.2	8	-3	-3	-11
O=C(COc1ccccc1[N+](=O)[O-])NNC(=O)Nc1cccc2ccccc12	-1	1	-5	-0.2	0.2	12	4	4	4
Cc1cc(=O)c2c(C)ccc(C)c2[nH]1	-1	1	-4	1.2	-1.5	15	1	-2	0
Cc1ccc(CNc2ccc(N3CCOCC3)c(C(=O)O)c2)s1	-14	5	-5	2.8	-2.0	-4	0	-1	-7
NS(=O)(=O)c1ccc(NS(=O)(=O)c2ccc3c(c2)OCCO3)cc1	-7	-3	5	-2.0	-4.3	0	5	-3	-4
O=S(=O)(c1ccccc1)N1CCN(C2CCCCCCC2)CC1	2	-1	-1	-5.5	1.9	-8	1	6	2
CC(C)(C)OC(=O)NCc1ccc(NC(=O)c2nc[nH]c2C(=O)N[C@@H](Cc2ccccc2)C(=O)OC(C)(C)C)cc1	.	7	.	.	.	-11	3	.	-16
CCOC(=O)N1CCN(C(=O)COc2cc(=O)n(CC)c3ccccc23)CC1	-19	3	9	-1.3	-1.8	-13	-1	2	-1
O=C(c1ccco1)N1CCN(Cc2cccnc2)CC1	0	6	-2	-1.6	-3.0	16	2	8	4
CCOCCCNC(=S)N1CCC(NC(=O)C2CCCCC2)CC1	-8	7	5	-1.9	-2.0	7	4	0	0
Cc1ccc(S(=O)(=O)N[C@H](C(=O)N2CCC(C(=O)NCC(=O)O)CC2)C(C)C)cc1	-7	5	-15	0.1	-0.8	30	2	-5	-4
COc1ccc(NC(=O)C2CC(=O)OC23CCOC(C)(C)C3)cc1 (stereo unspecified)	-3	3	14	-3.8	1.1	7	0	2	4
COC(=O)CSc1nc(NC(C)C)nc(N(C)C)n1	-13	5	-6	0.3	-2.6	4	7	-13	12
COc1ccccc1C1NC(=O)NC(C)=C1C(C)=O (stereo unspecified)	1	4	-8	-3.6	-1.5	.	-3	3	.
